Ecoli tolC: growth inhibitors of E. coli BW25113 tolC mutant; AID 573; growth inhibition, % at 10 µM (by protocol); OD615; hit rate 2.2% among 65,000;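 active means growth inhibition at or above a cutoff equal to the mean over every tested compound plus 3 SD, cut at about 60% in these data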;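 further: growth measured after 20 h incubation at 37 °C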
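Test system: tolC-deleted E. coli BW25113 | Medium: LB with kanamycin 50 µg/mL | Compound dosing: Single concentration, 10 µM final per compound | Schedule: 37 °C, 20 h exposure | Measured by: OD at 615 nm | Evaluation: Percent growth inhibition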
JNK3 blocker: JNK3 (human) kinase inhibition; AID 746; purified JNK3 kinase activity, HTS; hit rate 0.61% among 60,000; inhibition, % at 8 µM; P53779; in the data active means inhibition above about 17%;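 further: 0% = DMSO and 100% = reference inhibitor; many of its hits are not listed in these tables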
MMP13 inh: inhibitors of human MMP13. P45452. MMP-13 fTHP FRET cleavage, Mca fluorescence. inhibition, % at 4 µM. hit rate 0.07% among 65,000;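 active means inhibition above the mean of compound-free control plate wells plus 3 SD, cut at about 14% in these data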;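 further: 0% = DMSO wells and 100% = wells with reference MMP-13 inhibitor after basal subtraction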
HEK293 NFkB inh: lowers PMA/ionomycin-induced NF-kB signal in HEK293 cells; HEK-293 NF-kB luciferase reporter, luminescence; inhibition, % at 3 µM; hit rate 0.21% among 62,000;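 active means inhibition above the mean of all tested compounds plus 3 SD, cut at about 40% in these data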;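 further: 0% = stimulated DMSO wells and 100% = 10 µM reference inhibitor 5653914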
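Reagent: PMA plus ionomycin mix as NF-kB-activating stimulus. Assay system: NF-kB luciferase reporter HEK-293 cells. Technique: luminescence from luciferase substrate reagent. Incubation: 1 h compound pre-incubation, 16 h PMA/ionomycin at 37 °C. Benchmarks: DMSO only as uninhibited control, 10 µM reference inhibitor as full inhibition. Repeats: tested once.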
A340 absorber: compounds absorbing at 340 nm; compound absorbance at 340 nm, fold over control; fold change at 10 µM; 65,000 tested, under 10 active; AID 708;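 active means at 10 µM dose, initial 340 nm absorbance at least 2 fold that of control wells; inactive means change under 2 fold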;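 further: initial absorbance extrapolated from kinetic A340 decline of NADH oxidation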
ROCK2 blocker: blocks human Rho kinase 2 activity | inhibition, % at 6 µM | AID 604 | purified ROCK2, Kinase-Glo ATP depletion luminescence | hit rate 0.35% among 60,000;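 active means inhibition above the screen-wide mean inhibition plus 3 SD, cut at about 18% in these data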;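 further: plate controls were DMSO wells for no effect and Y-27632 control wells after no-enzyme background subtraction for full effect; many of its hits are not listed in these tables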
Target sequence (O75116 whole entry, looked up): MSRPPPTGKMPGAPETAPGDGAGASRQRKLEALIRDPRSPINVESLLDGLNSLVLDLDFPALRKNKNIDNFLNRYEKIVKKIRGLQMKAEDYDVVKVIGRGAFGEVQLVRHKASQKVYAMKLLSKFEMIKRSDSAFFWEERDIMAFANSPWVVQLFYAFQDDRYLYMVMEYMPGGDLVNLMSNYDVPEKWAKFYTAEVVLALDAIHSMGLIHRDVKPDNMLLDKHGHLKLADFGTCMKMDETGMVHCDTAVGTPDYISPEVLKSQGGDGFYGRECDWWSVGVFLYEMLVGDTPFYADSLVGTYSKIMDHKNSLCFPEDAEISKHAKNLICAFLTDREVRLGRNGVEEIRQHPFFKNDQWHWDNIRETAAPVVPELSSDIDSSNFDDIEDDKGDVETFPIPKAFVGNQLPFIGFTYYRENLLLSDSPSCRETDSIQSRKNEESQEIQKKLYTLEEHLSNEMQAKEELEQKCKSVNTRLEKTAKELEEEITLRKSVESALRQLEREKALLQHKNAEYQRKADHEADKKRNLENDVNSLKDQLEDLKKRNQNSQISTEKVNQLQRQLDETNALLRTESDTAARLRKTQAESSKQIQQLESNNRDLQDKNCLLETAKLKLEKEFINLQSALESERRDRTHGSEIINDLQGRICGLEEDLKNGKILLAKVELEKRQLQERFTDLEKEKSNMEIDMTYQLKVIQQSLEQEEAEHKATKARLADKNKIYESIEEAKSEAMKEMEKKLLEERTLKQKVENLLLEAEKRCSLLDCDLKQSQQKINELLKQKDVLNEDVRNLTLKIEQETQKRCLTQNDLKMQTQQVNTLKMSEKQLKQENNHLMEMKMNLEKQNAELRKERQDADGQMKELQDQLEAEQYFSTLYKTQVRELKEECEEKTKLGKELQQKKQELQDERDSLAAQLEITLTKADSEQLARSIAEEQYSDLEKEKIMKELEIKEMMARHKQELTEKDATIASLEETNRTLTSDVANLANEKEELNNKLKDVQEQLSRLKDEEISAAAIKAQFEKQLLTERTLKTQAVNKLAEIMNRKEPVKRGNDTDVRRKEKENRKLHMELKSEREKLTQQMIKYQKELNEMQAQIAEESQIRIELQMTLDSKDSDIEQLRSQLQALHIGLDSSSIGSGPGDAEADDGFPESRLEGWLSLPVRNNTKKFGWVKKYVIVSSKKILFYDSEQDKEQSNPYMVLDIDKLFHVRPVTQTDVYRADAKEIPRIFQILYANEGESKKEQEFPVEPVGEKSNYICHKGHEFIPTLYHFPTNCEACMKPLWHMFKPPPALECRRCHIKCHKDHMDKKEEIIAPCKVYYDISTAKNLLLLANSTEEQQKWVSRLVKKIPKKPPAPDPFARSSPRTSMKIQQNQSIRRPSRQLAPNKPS
NADH enzymes: inhibitors of enzymes used to reach an NAD/NADH endpoint | coupled PK/LDH NADH assays, four targets | IC50, µM (series often up to 10 µM), for the others: at the highest dose inhibition | hit rate 0.02% among 65,000 | AID 774;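 active means single-dose screening hits from any of four coupled enzyme assays that gave an IC50 when retested across doses; inconclusive means no clear call, values can overlap the other calls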;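 further: the DPM-DC format reads NADH fluorescence rather than 340 nm absorbance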
PKA inh: inhibitors of human protein kinase A | P17612 | PKA Kemptide phosphorylation, Kinase-Glo ATP luminescence | inhibition, % at 6 µM | hit rate 0.1% among 65,000 | AID 524;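 active means inhibition above the screen-wide mean inhibition plus 3 SD, cut at about 21% in these data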; further: many of its hits are not listed in these tables
Fluor 339 460: intrinsic fluorescence of library compounds, ex339/em460 – biochemical, MLSMR library, data from DPM-DC assay, artefact control, profiling panel; compound autofluorescence, ex339/em460 nm, NADH buffer; hits give high values; 1 = no-compound wells, NADH background; fluorescence fold increase at 10 µM; hit rate 5.5% among 65,000;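 active means at 10 µM, mean starting fluorescence two-fold or more over control wells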;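 further: signal is the first read of a kinetic run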
Starred values were filed as active, the others as inactive; ? = inconclusive; . = not tested or not shown; [ ] = dose if it differs, or a comment.

1) CCS(=O)(=O)N1CCCC(C(=O)NC2CCC(C)CC2)C1 (stereo unspecified)
2) Cc1cccc(C)c1NC(=O)C(c1ccccc1)N1CCC2(CC1)OCCO2 (stereo unspecified)
3) CCC1(C(=O)OC)NC(c2cccc(F)c2)C2C(=O)N(C)C(=O)C21 (stereo unspecified)
4) Cc1ccc(-c2nc(CS(=O)CC(=O)NCCN3CCCC3)c(C)o2)cc1 (stereo unspecified)
5) CC1=C(C)CC(C(=O)Nc2cccc(Cl)c2)C(C(=O)O)C1 (stereo unspecified)
6) OCCc1ccc(-c2ccc(Cl)cc2)o1
7) CCCCOc1ccc(C(=O)OC(C)CN(C)C)cc1 (stereo unspecified)
8) CCCCCCOc1ccc(N2C(=O)CC(N3CCC(C(=O)OCC)CC3)C2=O)cc1 (stereo unspecified)

Screen / compound no.	1	2	3	4	5	6	7	8
Ecoli tolC	-17	5	-3	-3	17	3	-10	3
JNK3 blocker	-8	1	-2	-4	-2	1	-6	-1
MMP13 inh	-4	1	1	2	8	0	5	0
HEK293 NFkB inh	-8	26	3	7	13	-1	4	19
A340 absorber	0.98	0.99	0.97	1	1	1	1	1.1
ROCK2 blocker	0	-2	-1	-2	5	10	-3	3
NADH enzymes	9%	5%	3%	5%	2%	9%	7%[fluoresces]	0%
PKA inh	4	-2	11	3	0	3	-8	3
Fluor 339 460	1.1	1	1	1	1.1	1.1	5*	1.1

9) COc1ccc(CCNS(=O)(=O)c2ccc(F)cc2)cc1OC
10) COc1ccc(NC(=O)c2cc(-c3ccc(C)o3)nc3ccccc23)cc1OC
11) COc1ccc(C2=CC(c3ccc(F)cc3)n3nnnc3N2)cc1 (stereo unspecified)
12) Cc1csc2ncc(C(=O)Nc3cccc(C(F)(F)F)c3)c(=O)n12
13) O=C(Oc1ccc2c(c1)OCO2)c1ccc(F)cc1Cl
14) N#CC1=C(N)C(C#N)(C#N)[C@H](c2ccncc2)[C@H]2CC3(CC=C12)OCCO3
15) COc1ccc(-c2c(NC(C)=O)n(C)c3ccccc3c2=O)cc1
16) O=C(O)COCC(=O)Nc1ccc2c(c1)CCC2

Screen / compound no.	9	10	11	12	13	14	15	16
Ecoli tolC	-5	19	-19	1	-2	-6	-15	-17
JNK3 blocker	5	-5	0	1	-10	0	4	4
MMP13 inh	-2	-5	-19	-7	1	-9	-35	3
HEK293 NFkB inh	2	8	8	12	7	13	-5	5
A340 absorber	1	1.1	1.1	1.1	1	1	1.1	1
ROCK2 blocker	9	-30	4	0	5	5	-1	4
NADH enzymes	4%	13%	0%	10%	5%	7%	10%[fluoresces]	7%
PKA inh	8	-18	9	-5	9	6	1	6
Fluor 339 460	1.1	1.7	1.1	1.4	1	1.1	3.8*	1.1

17) COC(=O)c1cc(OC)c(OC)cc1NC(=O)Cn1nnc(-c2ccccc2Cl)n1
18) O=c1cc[nH]c2cc(C(F)(F)F)ccc12
19) Cc1c(Br)c(C(F)(F)F)nn1CC(=O)N1CCCC1
20) COc1ccccc1C1N(c2cc(Cl)ccc2OC)C(=O)C2CCCN21 (stereo unspecified)
21) CCCc1nc2c(nnn2Cc2ccccc2)c(=O)[nH]1
22) Cc1ccc(NC(=O)CS(=O)CC(=O)N(c2ccccc2)C(C)C(=O)NC2CCCC2)cc1 (stereo unspecified)
23) CC(C)(C)NC(=O)NC(=O)COC(=O)CNC(=O)c1cccc(F)c1
24) Cc1cc(NS(=O)(=O)c2ccc(NC(=O)COc3ccccc3Cl)cc2)no1

Screen / compound no.	17	18	19	20	21	22	23	24
Ecoli tolC	-1	-6	-6	-7	8	7	-8	32
JNK3 blocker	5	2	.	-4	2	.	0	-6
MMP13 inh	-1	-5	.	5	6	4	6	-2
HEK293 NFkB inh	9	8	.	14	21	7	9	7
A340 absorber	1	1.1	1	1	1	0.99	0.99	1
ROCK2 blocker	3	-3	.	-2	6	.	4	3
NADH enzymes	4%	3%	16%	4%	10%	5%	8%	1%
PKA inh	0	4	.	4	8	4	12	3
Fluor 339 460	1.4	1.2	1.1	1.1	1.1	1.1	1.1	1.1

25) COc1cc(CN2CCN(c3cccc(Cl)c3)CC2)cc(OC)c1OC
26) CCOC(=O)c1nc(Nc2ccc(C(=O)O)cc2)c2ccccc2n1
27) Cc1ccc(CNC(=O)CSc2n[nH]c(N)n2)cc1
28) COc1ccc(N(C(=O)c2ccco2)C(C(=O)NC2CCCC2)c2ccc(N(C)C)cc2)cc1OC (stereo unspecified)
29) Fc1ccc(CNc2nc(-c3ccco3)cc(C(F)(F)F)n2)cc1
30) COc1cc(-c2nnc3sc(-c4cccnc4)nn23)cc(OC)c1OC
31) COCCCNC(=O)CC(NS(=O)(=O)c1ccc(C)cc1)c1ccco1 (stereo unspecified)
32) Cn1c(=O)oc2ccc(C(=O)CSc3nnnn3-c3ccccc3)cc21

Screen / compound no.	25	26	27	28	29	30	31	32
Ecoli tolC	1	4	-8	-10	62*	-4	0	-7
JNK3 blocker	-1	3	7	-4	.	-4	-10	0
MMP13 inh	1	1	-1	-1	-14	6	4	3
HEK293 NFkB inh	21	1	0	14	11	12	10	4
A340 absorber	1	1.1	0.98	0.99	1.1	1	1.1	0.97
ROCK2 blocker	-6	-2	3	-3	.	-5	-2	-2
NADH enzymes	2%	8%	2%	2%	5%	4%	4%	7%
PKA inh	-4	2	2	-2	-2	-15	-5	-2
Fluor 339 460	1	1	1	1	1.3	1.1	1.1	1.2

33) CCOC(=O)c1cc(CC)sc1NC(=O)Cc1ccsc1
34) O=C(CSc1ccc2nnc(-c3ccccn3)n2n1)NCc1ccc2c(c1)OCO2
35) O=C(CCn1nc(-c2ccc(Cl)cc2)ccc1=O)NCCCN1CCCCCC1
36) Cc1ccc(NCc2nc3ccccc3n2C)cc1
37) Cc1cnc(NC(=O)c2c(O)c3cccc4c3n(c2=O)CCC4)s1
38) CC1CN(C(=O)c2cccs2)CCN1C(=O)c1cccs1 (stereo unspecified)
39) COc1ccccc1S(=O)(=O)Cc1ccc(C(=O)NCCN2CCCC2)o1
40) CC(C)CNC(=O)c1cc(-c2ccc(Cl)c(Cl)c2)on1

Screen / compound no.	33	34	35	36	37	38	39	40
Ecoli tolC	73*	-9	-11	8	-10	-8	-18	-16
JNK3 blocker	0	2	.	-7	2	3	-1	1
MMP13 inh	-6	-1	-2	4	-8	-11	-1	2
HEK293 NFkB inh	-3	1	18	-51	7	-3	20	-20
A340 absorber	0.99	1.1	1	1	1	1.1	1	1
ROCK2 blocker	0	1	.	3	5	4	3	5
NADH enzymes	6%	4%	7%	5%	2%	5%	7%	6%
PKA inh	-4	0	4	4	11	9	0	4
Fluor 339 460	1.1	1.1	1.1	1.1	1.1	1.1	1.1	1.1

Whole records from above.
Entry for `CC(C)CNC(=O)c1cc(-c2ccc(Cl)c(Cl)c2)on1` → Ecoli tolC: -16; JNK3 blocker: 1; MMP13 inh: 2; HEK293 NFkB inh: -20; A340 absorber: 1; ROCK2 blocker: 5; NADH enzymes: 6%; PKA inh: 4; Fluor 339 460: 1.1
Entry for `COc1cc(-c2nnc3sc(-c4cccnc4)nn23)cc(OC)c1OC` → Ecoli tolC: -4; JNK3 blocker: -4; MMP13 inh: 6; HEK293 NFkB inh: 12; A340 absorber: 1; ROCK2 blocker: -5; NADH enzymes: 4%; PKA inh: -15; Fluor 339 460: 1.1

Following part:
41) O=C(CSc1nc2ccccc2c(=O)n1Cc1ccco1)NCc1ccccc1
42) COc1ccc(S(=O)(=O)N2Cc3ccccc3CC2C(=O)O)cc1OC (stereo unspecified)
43) CCOc1nc(-c2ccccc2)ccc1-c1noc(-c2ccco2)n1
44) CCCCn1c(CNC(=O)c2cccs2)nc2ccccc21
45) CC(=O)N(c1cccc(Br)c1)C1C=CS(=O)(=O)C1 (stereo unspecified)
46) Clc1ccc(-n2ncc3c(NCc4ccccn4)ncnc32)cc1
47) COc1cc(NC(=O)c2cnn3c(C)cc(C)nc23)c(OC)cc1Cl
48) Cc1cccc(Cn2c(SCC(=O)Nc3ccccc3)nc3c2c(=O)[nH]c(=O)n3C)c1

Screen / compound no.	41	42	43	44	45	46	47	48
Ecoli tolC	-2	-10	-1	14	-8	12	20	14
JNK3 blocker	1	-3	-3	8	7	-2	-3	-1
MMP13 inh	4	2	-15	7	-1	-17	2	0
HEK293 NFkB inh	12	7	12	7	2	.	0	7
A340 absorber	1	1	1	1	1	1	1.1	0.98
ROCK2 blocker	6	-2	3	1	5	7	7	3
NADH enzymes	3%	1%	16%	1%	2%	3%	4%	2%
PKA inh	13	-10	7	3	5	4	12	5
Fluor 339 460	1	1.1	2.6*	1.1	1.1	1.1	1.1	1.2

Individual results from the results shown:
Reading for CCOc1nc(-c2ccccc2)ccc1-c1noc(-c2ccco2)n1 under HEK293 NFkB inh: 12
Reading for Clc1ccc(-n2ncc3c(NCc4ccccn4)ncnc32)cc1 under Fluor 339 460: 1.1

Additional records follow:
49) N#Cc1c(NC(=O)CSc2ncc(-c3ccccc3)n2CC2CCCO2)sc2c1CCCC2 (stereo unspecified)
50) O=C1CN(Cc2ccccc2)C(=NCc2ccco2)S1
51) CC(C)(C)C1CCc2onc(C(=O)Nc3cnn(Cc4ccc(F)cc4)c3)c2C1 (stereo unspecified)
52) COc1cc(C(=O)OC(C)C(=O)N2CCc3ccccc3C2)ccc1OCC(=O)N1CCOCC1 (stereo unspecified)
53) CCCOc1ccc(NC(=O)C2CCCNC2=O)cc1 (stereo unspecified)
54) O=S(=O)(NCCOC12CC3CC(CC(C3)C1)C2)c1cccc2nsnc12
55) COc1ccccc1C1C=C(c2ccc(C)cc2)Nc2nnnn21 (stereo unspecified)
56) CCOc1ccccc1NC(=O)CSc1c(C)n[nH]c1C

Screen / compound no.	49	50	51	52	53	54	55	56
Ecoli tolC	15	6	-13	2	-7	39	10	5
JNK3 blocker	4	-8	-3	15	-11	0	-11	2
MMP13 inh	6	-2	0	4	2	0	1	1
HEK293 NFkB inh	9	16	12	6	-10	7	-2	13
A340 absorber	1	0.98	1	0.95	1	1.1	1	1
ROCK2 blocker	5	-6	1	0	-4	3	0	3
NADH enzymes	12%	3%	?	5%	4%	2%	5%	2%
PKA inh	10	-7	2	9	-6	7	-3	3
Fluor 339 460	1.1	1	1.6	1.1	1	1.1	1.2	1.1

57) Cc1cc(C)nc(SCCCn2c(=O)[nH]c3ccccc32)n1
58) Cc1cc(C(=O)NCCCN2CCN(C3CCCCC3)CC2)n(-c2ccccc2)n1
59) COC(=O)C1=C(C)N(c2cccc(Cl)c2)C(=O)C1
60) COCc1nnc(NC(=O)CS(=O)(=O)Cc2ccccc2)s1
61) O=C(CC(C(=O)N1CCc2ccccc21)n1ccnc1)N1CCc2ccccc2C1 (stereo unspecified)

Screen / compound no.	57	58	59	60	61
Ecoli tolC	-8	-5	-5	5	-5
JNK3 blocker	-2	3	1	-8	-7
MMP13 inh	3	2	1	-3	-3
HEK293 NFkB inh	0	12	4	4	1
A340 absorber	1	1	1	1	0.98
ROCK2 blocker	-4	4	3	0	-1
NADH enzymes	9%	1%	0%	4%	6%
PKA inh	-1	4	2	6	5
Fluor 339 460	1	1.1	1.1	1.1	1.1

The list is partial (hit frequency here may not be typical).
